Epigenetic derep: epigenetic control regulation, reporter derepression; murine LDR cells, GFP reporter derepression, 30 h; Potency, µM (highest dose often 53.9 µM), for the others: top-dose GFP activation, most hits filed as activators; 280,000 compounds, 0.2% hits; note: potency is the fitted concentration of half-maximal effect; % of control where 0% means no effect; nearly all actives have a fitted effect of over 60% in size
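Reporter derepression read as number of fluorescent GFP-positive objects, 20-120 um in size, counted by laser-scanning cytometer. Mouse LDR line with an epigenetically silenced CMV-GFP locus; compound incubation 30 h, 37 C.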
NPSR antag: antagonists of human neuropeptide S receptor cAMP signaling | Q6W5P4 | CHO-NPSR cells, cAMP TR-FRET, antagonist mode | Potency, µM (series often up to 38.3 µM), inactives show top-dose activity change, negative = inhibition, hits mostly inhibitors | 220,000 compounds, 1% hits | AID 1461; note: potency is the fitted concentration of half-maximal effect; % is set by controls: 0 for no effect and ±100 for the full control effect; nearly all actives have a fitted effect of over 50% in size; many of its hits are not listed in these tables
CBFb-RUNX1 inh: CBF-beta/RUNX1 interaction disruption; AlphaScreen CBFb-His/RUNX1-biotin binding, biochemical; Q01196+Q13951; Potency, µM (series often up to 59.8 µM), for the others: at the highest dose activity, negative = inhibition, actives largely listed as inhibitors; 230,000 tested, under 10 active; note: % of control where 0% means no effect
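AlphaScreen proximity signal reports loss of binding between His-tagged CBF-beta and biotin-labelled RUNX1, each at 30 nM. Proteins are pre-associated for 20 minutes, compounds added for 15 minutes, then beads for 90 minutes, all at ambient temperature.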
Tau fluor cs: counter-screen for tau fibril formation inhibitors. tau K18 P301L Alexa594 fluorescence, heparin fibrillization. Potency, µM (doses to about 57.7 µM), without a hit: top-dose activity change, negative = decrease. 280,000 compounds, 0.93% hits; note: potency is the fitted concentration of half-maximal effect; % is set by controls: 0 for no effect and ±100 for the full control effect; nearly all actives have a fitted effect of over 55% in size
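Human tau K18 P301L (15 uM unlabeled, 0.24 uM Alexa 594-labeled) in 100 mM sodium acetate pH 7 with 20 uM heparin, 6 hr at 37 C. ThT 30 uM added, 1 hr ambient; Alexa 594 FP and total fluorescence read at 555/632 nm.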
TRb-SRC2 inh: TRbeta-SRC2 interaction inhibition; Potency, µM (doses to about 106 µM), without a hit: at the highest dose activity change, negative = inhibition, most hits filed as inhibitors; P10828; 280,000 compounds, 0.065% hits; TRbeta-SRC2 peptide binding, fluorescence polarization; receptor liganded with 1 µM T3; AID 1469;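 note: potency is the fitted concentration of half-maximal effect; plate controls were bound peptide for no effect and peptide without receptor for full effect; nearly all actives have a fitted effect of over 50% in size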
Target sequence (P10828 whole entry, looked up): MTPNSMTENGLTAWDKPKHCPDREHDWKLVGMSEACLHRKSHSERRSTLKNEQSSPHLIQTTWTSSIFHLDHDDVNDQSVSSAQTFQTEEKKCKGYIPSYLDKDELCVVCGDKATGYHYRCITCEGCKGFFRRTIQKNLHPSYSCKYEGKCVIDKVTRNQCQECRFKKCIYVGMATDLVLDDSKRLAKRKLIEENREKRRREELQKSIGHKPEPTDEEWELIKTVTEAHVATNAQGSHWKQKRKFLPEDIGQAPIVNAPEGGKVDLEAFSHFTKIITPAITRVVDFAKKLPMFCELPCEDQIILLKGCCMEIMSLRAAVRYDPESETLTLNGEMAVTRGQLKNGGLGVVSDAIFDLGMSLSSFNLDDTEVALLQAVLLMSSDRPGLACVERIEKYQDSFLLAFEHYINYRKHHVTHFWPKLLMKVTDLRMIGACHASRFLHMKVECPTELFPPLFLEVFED
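Quantitative HTS by FP: 0.6 uM TRb LBD, 20 nM labeled SRC2 20-mer, 1 uM T3, 5% DMSO; 5 hr ambient incubation; % activity per concentration and potencies from concentration series.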
GLA spleen mod: alpha-galactosidase A (human) modulation; human spleen homogenate, 4MU-alpha-Gal fluorescence, 40 min; 240,000 compounds, 0.008% hits; Potency, µM (doses to about 80 µM), for the others: top-dose activity change, negative = inhibition, hits mostly inhibitors;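 note: potency is the fitted concentration of half-maximal effect; 0% = enzyme with vehicle and -100% = no enzyme basal signal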
Target sequence (P06280 32-429 limits assumed): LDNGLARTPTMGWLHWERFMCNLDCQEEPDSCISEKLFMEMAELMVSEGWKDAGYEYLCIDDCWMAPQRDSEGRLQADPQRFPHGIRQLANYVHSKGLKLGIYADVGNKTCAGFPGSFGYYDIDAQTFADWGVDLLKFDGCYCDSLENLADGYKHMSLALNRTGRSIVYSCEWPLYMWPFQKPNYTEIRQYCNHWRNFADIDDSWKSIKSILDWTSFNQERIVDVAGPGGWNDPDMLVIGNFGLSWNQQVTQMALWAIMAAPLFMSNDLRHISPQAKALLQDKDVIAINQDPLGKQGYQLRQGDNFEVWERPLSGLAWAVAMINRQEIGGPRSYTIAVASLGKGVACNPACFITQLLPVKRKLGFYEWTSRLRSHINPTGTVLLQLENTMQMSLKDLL
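Spleen homogenate 1 ug + cpd (titration) + 4-MU-alpha-D-galactopyranoside 1 mM; 37C 40 min; 50 mM citrate/phosphate pH 5.0, 0.01% Tween-20; stop pH 10; fluorescence 365/440; AC50 via Hill.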
TexasRed fluor: counter-screen for TRb-SRC2 inhibitors: fluorescence interference | AID 1479 | TRb/SRC2 Texas Red total fluorescence interference | 280,000 compounds, 0.29% hits | Potency, µM (doses to about 106 µM), inactives show at the highest dose fluorescence change, negative = quenching; active = well fitted curve in either direction with a large enough effect; inconclusive = small, poorly fitted or top-dose-only effect; note: potency is the fitted concentration of half-maximal effect; % is set by controls: 0 for no effect and ±100 for the full control effect
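Flags fluorescent or light-absorbing compounds by total fluorescence, S + 2P, at 555 nm excitation and 632 nm emission. Mixture: 20 nM Texas Red SRC2 peptide, 0.6 uM human TRb LBD, 1 uM T3, 5% DMSO; compound exposure 5 h at ambient temperature.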
Tau FP inhib: tau fibrillization inhibition (FP) | P10636 | K18 P301L tau heparin fibrillization, Alexa594 FP, 6 h | Potency, µM (titrated, usually from 57.7 µM), without a hit: at the top dose activity, negative = inhibition, most hits filed as inhibitors | 280,000 compounds, 0.39% hits | AID 1468; note: potency is the fitted concentration of half-maximal effect; % is set by controls: 0 for no effect and ±100 for the full control effect; nearly all actives have a fitted effect of over 55% in size
Target sequence (P10636 561-689 P618L limits assumed): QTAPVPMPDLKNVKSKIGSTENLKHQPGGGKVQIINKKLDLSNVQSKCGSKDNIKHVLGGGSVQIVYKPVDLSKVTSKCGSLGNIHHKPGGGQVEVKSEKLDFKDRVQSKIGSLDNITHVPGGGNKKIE
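Read-out: fluorescence polarization of Alexa 594-labeled tau (0.24 uM), 555 nm excitation, 632 nm emission. Mixtures held 15 uM unlabeled K18 P301L, compound and 20 uM heparin, pH 7 acetate buffer, incubated 6 hr at 37 C.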
The depositor's hits bear a star; ? = inconclusive; . = not tested or not shown; & = joins results of further samples; [ ] = remark or other dose. Unless noted, calls come from the whole dose curve; as a rule, active = well fitted curve in the direction sought with a large enough effect; inconclusive = small, poorly fitted or top-dose-only effect, or another doubt; inactive = no such curve, though single readings can be large; an effect the other way counts as inactive or inconclusive.

Sequence of screens – Tau fluor cs	Epigenetic derep	TRb-SRC2 inh	CBFb-RUNX1 inh	Tau FP inhib	TexasRed fluor	GLA spleen mod	NPSR antag
CC(=O)NNC(=O)CCn1c2c(c3ccccc31)CCCC2
 : -21%	8.1%	-2%	3%	10%	-1%	8%	8%
CC1=Nc2ccccc2/C1=C\c1nc(-c2ccc(F)cc2)oc1O
 : 10µM*[quencher]	0.0%	-23%	5%	?	15%	-4%	-25%[46.1 µM]
CCOc1ccc(CNC(=O)C2CCN(c3nn4c(=O)cc(C)nc4s3)CC2)cc1
 : -10%	-3.8%	12%	.	-5%	-3%	.	.
O=C(Cc1ccccc1)NCC(=O)N1CCCCCC1
 : -2%	2.6%	-5%	-3%	0%	-2%	3%	4%[46.1 µM]
COc1ccc(C(=O)C2CCCN(C(=O)c3ccc4cc[nH]c4c3)C2)c(C)c1 (stereo not given)
 : -22%	1.1%	3%	-1%	0%	-2%	-6%	31%
COC(=O)C1CC(O)CN1C(=O)c1ccco1 (stereo not given)
 : -8%	0.0%	-17%	22%	1%	-1%	-14%	3%[46.1 µM]
CNC(=O)c1csc(-c2ccccc2)n1
 : -6%	-1.9%	-1%	-2%	-4%	-1%	-11%	1%[46.1 µM]
C=CCn1c(SCCC(=O)O)nc2c1c(=O)n(C)c(=O)n2C
 : 2%	-1.5%	-15%	3%	0%	0%	0%	0%[46.1 µM]
NS(=O)(=O)c1ccc(CCNC(=O)C2CCN(c3ncnc4c3nc3n4CCCCC3)CC2)cc1
 : -3%	-0.4%	4%	.	0%	5%	.	.
Cc1ccccc1Cn1c(SCc2ccc(C(=O)NC3CCCCC3)cc2)nc2ccncc21
 : -28%	0.0%	2%	.	0%	-3%	.	.
CCCCN1C(=O)C(O)(CC(=O)c2ccc(C(C)(C)C)cc2)c2ccccc21 (stereo not given)
 : -14%	14%	1%	.	-4%	0%	.	.
O=C(CSc1nnnn1C1CCCCC1)NCc1ccco1
 : 4%	-0.1%	5%	-1%	1%	0%	-6%	0%[46.1 µM]
COC(=O)c1ccc(Nc2ncnc3c2nc2n3CCCC2)cc1
 : 9%	0.0%	-17%	.	2%	18µM*[quencher]	.	.
NC(=O)[C@@H]1CCCN1C(=O)C(Cc1cnc[nH]1)NC(=O)C1CCC(=O)N1 (stereo not given in full)
 : .	.	-6%	3%	.	1%	-7%	.
Oc1ccc(Nc2ncnc3scc(-c4ccccc4)c23)cc1
 : -18%	7.6%	2%	-4%	-1%	-2%	3%	-7%
CC(C)c1nn2c(=O)cc(COC(=O)c3ccc(NC(=O)COc4ccccc4)cc3)nc2s1
 : 4%	0.3%	-11%	.	7%	-1%	.	.
Cc1cc(C)n(CCC(=O)Nc2ccc(Cl)cc2)n1
 : -3%	1.5%	1%	.	-1%	-1%	.	.
C=CCn1cc(C(=O)NCc2ccco2)c(=O)c2cc(S(=O)(=O)N3CCCCCC3)ccc21
 : ?	-0.2%	2%	-11%	-10%	-5%	-5%	?
CCOC(=O)CSc1nnc(CNC(=O)Cc2ccccc2)n1-c1ccccc1OC
 : -8%	-1.9%	0%	2%	2%	1%	-2%	-11%[46.1 µM]
Cc1cccc(-n2ncc3c(N(C)C4CCCCC4)ncnc32)c1
 : -15%	1.1%	3%	7%	1%	-3%	6%	-58%
CC(C)c1nc(N2CCCC2)c(C#N)c2c1CCCC2
 : -2%	0.7%	-6%	16%	0%	-5%	2%	?
Cc1ccc(-n2c3c(c(=O)[nH]c2=O)C(NS(=O)(=O)c2ccc(Cl)cc2)(C(F)(F)F)C(=O)N3)cc1 (stereo not given)
 : -6%&-1%	0.0%&0.0%	-8%&-3%	-2%	-4%&6%	?	-1%	10%[46.1 µM]
CCOc1cc(C2C(C#N)=C(N)OC3=C2C(=O)CC(C)(C)C3)cc([N+](=O)[O-])c1O (stereo not given)
 : -21%	3.0%	-10%	0%	-1%	-1%	-2%	-47%
O=C(O)Cc1cc2c(s1)CCCCC2
 : -2%	-0.1%	-6%	-10%	6%	-4%	6%	-3%[46.1 µM]
CC(=O)NS(=O)(=O)c1ccc(NC(=O)CN2C(=O)C3C4C=CC(C4)C3C2=O)cc1 (stereo not given)
 : 12%	-2.4%	3%[53 µM]	-13%	5%	1%[53 µM]	8%	6%
CC(=O)N1CCc2c(sc3c2c(=O)n(Cc2ccccc2)c(=O)n3Cc2cccc(Cl)c2)C1
 : -1%	1.4%	-3%	.	5%	4%	.	.
O=C(CCc1nc2ccccc2s1)N1CCN(c2ccccc2)CC1
 : 8%	-0.1%	4%	-6%	17%	-1%	-3%	2%
O=C(Nc1ccccc1O)c1cc(S(=O)(=O)N2CCCC2)ccc1Cl
 : -8%	-0.8%	-1%	.	6%	-13%	.	.
Cc1cccc(-n2ncc(C(=O)N3CCOCC3)c2C2CCN(C(=O)OC(C)(C)C)CC2)c1
 : 6%	-0.4%	-4%	.	0%	0%	.	.
CCOC(=O)CN1C(=O)C(=O)c2cc(C)ccc21
 : 1%	0.0%	-5%	-11%	3%	1%	-2%	-7%[46.1 µM]

Next entries follow.
Sequence of screens – Tau fluor cs	Epigenetic derep	TRb-SRC2 inh	CBFb-RUNX1 inh	Tau FP inhib	TexasRed fluor	GLA spleen mod	NPSR antag
CCOc1ccc(CC(=O)NNC(=S)Nc2ccccc2)cc1Br
 : -23%	0.0%	-9%	-2%	-3%	-4%	-15%	-6%[46.1 µM]
N#Cc1c2c(c(Nc3ccccc3)n3c1nc1ccccc13)CCC2
 : -17%	?	0%	13%	-11%	3%	3%	-9%[46.1 µM]
CCOC(=O)Nc1ccc(C(=O)Oc2ccccc2)c(O)c1
 : -27%	-1.3%	8%	10%	-14%	-5%	-13%	-19%[46.1 µM]
CCSC1=NC(C)(C)C=C(/C=C/c2ccc(Cl)cc2Cl)N1
 : -20%	?	0%	-1%	-6%	-2%	3%	-18%[46.1 µM]
CC(NC(=O)c1ccc(S(=O)(=O)N(C)C)cc1)c1ccccc1 (stereo not given)
 : 2%	0.9%	-2%	5%	-11%	-5%	7%	-4%[46.1 µM]
CCN1CCN(c2cc(C)c3cc(NC(=O)c4cc(Cl)ccc4OC)ccc3n2)CC1
 : ?	1.3%	5%	.	-2%	-4%	.	.
N#Cc1cc(-c2ccccc2)nnc1Oc1ccccc1Cl
 : -6%	0.0%	2%	0%	-9%	0%	5%	-19%[46.1 µM]
O=C(NCc1cccc(Cl)c1)C1CCN(C(=O)c2sccc2-n2cccc2)CC1
 : -2%	0.0%	-2%	.	3%	4%	.	.
COc1ccc(CCCC(=O)Nc2ccc(F)cc2)cc1
 : -11%	1.1%	-6%	-11%	-2%	-1%	-6%	0%
Cc1cc(C)nc(NS(=O)(=O)c2ccc(N/C=C\C(=O)c3cccs3)cc2)n1
 : -8%	-2.2%	4%	-8%	-5%	2%	3%	-12%
Cc1cccc(CNC(=O)CN2C(=O)CCn3nc(-c4cn(C)c5ccccc45)cc32)c1
 : -24%	-1.7%	-7%	.	11%	?	.	.
O=S(=O)(CCN1CCSCC1)c1ccc(Cl)cc1
 : -17%	0.1%	7%	2%	3%	-5%	-6%	-13%
CCc1nc2ccccc2n1Cc1ccccc1OC
 : 12%	0.7%	-8%	5%	7%	-8%	-10%	-14%[46.1 µM]
COc1cc(CN2CCc3nc(Nc4ccc5c(c4)OCCO5)ncc3C2)cc(OC)c1OC
 : -14%	0.9%	3%	.	?	-2%	.	.
CCOC(=O)c1ccc2oc(=O)n(Cc3ccccc3)c2c1
 : 2%	-1.1%	-4%	.	3%	0%	.	.
Cc1cc(C(=O)COc2ccccc2C(N)=O)c(C)n1C
 : -7%	1.4%	-5%	-5%	-4%	-8%	13%	-3%
COc1ccc(N2CCN(c3ncnc4onc(C)c34)CC2)cc1
 : -19%	-1.3%	-7%	.	4%	-7%	.	.
Cc1ccc(C(=O)NCc2ccco2)cc1S(=O)(=O)N1CCCCC1
 : -6%	0.0%	0%	-6%	-4%	0%	8%	11%[46.1 µM]
COc1ccc(CNC(=O)COC(=O)c2n[nH]c3ccccc23)cc1OC
 : -11%	-6.3%	0%	5%	-8%	0%	-4%	-3%[46.1 µM]
CCCCn1c(SCC(=O)NCc2ccccc2)nc2ccc(N3CCOCC3)cc2c1=O
 : -9%	-7.9%	-18%	-3%	8%	0%	5%	-21%[46.1 µM]
Nc1nc(SCC(=O)NCc2ccco2)[nH]c(=O)c1-c1ccccc1
 : -1%	-1.1%	-3%	6%	-2%	-1%	0%	-10%[46.1 µM]
O=C(COc1ccccc1[N+](=O)[O-])NCCC1=CCCCC1
 : -17%	-2.2%	7%	-3%	4%	2%	4%	-13%
CCN(CC(=O)Nc1cc(Cl)ccc1C)C(=O)C1CCCCC1
 : -9%	1.0%	4%	-1%	3%	-1%	7%	-1%
COc1ccc(Cl)cc1NC(=O)N1CCN(S(C)(=O)=O)CC1
 : -3%	-0.7%	-8%	-2%	-5%	-2%	3%	-12%[46.1 µM]
CCNC(=O)C1=C(O)c2sccc2N(C)S1(=O)=O
 : 12%	-0.5%	-1%	2%	2%	-5%	8%	-14%
O=C(NCc1cccs1)C1CCCN(S(=O)(=O)c2cnc[nH]2)C1 (stereo not given)
 : -4%	-1.0%	-1%	-4%	-2%	1%	-2%	-7%[46.1 µM]
COC(=O)c1sccc1NC(=O)Nc1cccc(Cl)c1Cl
 : -10%	0.0%	-5%	8%	-5%	-3%	9%	-12%[46.1 µM]
CCOc1cc(-c2noc(CCC(=O)Nc3cccnc3)n2)ccc1OC
 : -3%	-0.7%	5%	-11%	-9%	-7%	-15%	-4%[46.1 µM]

Source: PubChem

This is a subset, so the mix of outcomes need not match the whole.
